A549 viability: A549 cytotoxicity, counter-screen for Nrf2 inhibitors. 390,000 tested, 0.16% active. A549 ARE-Fluc cells, CellTiter-Fluor viability, 18-24 h. Potency, µM (doses to about 46 µM), without a hit: top-dose activity change, negative = cytotoxicity, most hits filed as inhibitors. AID 504648; also: potency is read from the fitted curve at half-maximal effect; % is scaled to controls: 0 for no effect and ±100 for the full control effect
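Cytotoxicity counterscreen: CellTiter-Fluor fluorescence was measured in A549 ARE_Fluc cells after 18-24 h of compound exposure in a concentration series. The subsequent BugLite luminescent read reports ARE-luciferase activity.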
MCF10A rerep: induces DNA re-replication in MCF 10a normal breast cells; MCF 10A DNA re-replication, Hoechst nuclear intensity, 48 h; Potency, µM (titrated, usually from 46.1 µM), without a hit: at the top dose activity, positive = re-replication, actives largely listed as activators; 350,000 tested, 2.9% active; also: potency is read from the fitted curve at half-maximal effect; % of control where 0% means no effect; nearly all actives have a fitted effect of over 50% in size
IL-1B inflam inh: inhibitors of inflammasome signaling (IL-1 beta secretion); THP-1 LPS/ATP IL-1B secretion, AlphaLISA, 16 h; hits give low values; activity change, % at 57.5 µM; 360,000 tested, 4.7% active; AID 743279; in the data active = activity change below about -50%; inconclusive = mostly about -30% to -49%; also: % is scaled to controls: 0 for no effect and ±100 for the full control effect
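Secreted IL-1B measured by AlphaLISA bead assay after 16 h compound exposure of THP-1 cells; compounds (final up to 57.5 uM) added 1 h before LPS (250 ng/mL) and ATP (1.25 mM) stimulation; lower signal means less secretion.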
Nrf2 inh: Nrf2 pathway inhibition; Potency, µM (titrated, usually from 46 µM), for the others: top-dose activity change, negative = inhibition, hits mostly inhibitors; A549 ARE-Fluc reporter, luciferase luminescence, 18-24 h; AID 504444; 360,000 tested, 2.1% active; also: potency is read from the fitted curve at half-maximal effect; % is scaled to controls: 0 for no effect and ±100 for the full control effect; nearly all actives have a fitted effect of over 60% in size
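A549 ARE_Fluc cells, 5000/well, 5% FBS OPTI-MEM; compounds in dose-response, 18-24 h at 37 °C/5% CO2; CellTiter-Fluor viability read (Ex 405/Em 525), then BugLite luciferase luminescence = Nrf2 activity.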
TGFb inhibitor: inhibitors of TGF-b signaling. AID 588855. Potency, µM (doses to about 46.1 µM), inactives show at the highest dose activity, negative = inhibition, most hits filed as inhibitors. HepG2 CAGA-GFP TGF-b/SMAD3 reporter, GFP fluorescence, 18 h; TGF-beta stimulated, 500 pg/mL final. 410,000 tested, 1.2% active; also: potency is read from the fitted curve at half-maximal effect; % is scaled to controls: 0 for no effect and ±100 for the full control effect; nearly all actives have a fitted effect of over 65% in size
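Smad-responsive CAGA-GFP expression was quantified in HEPG2 cells exposed to compounds and 500 pg/mL final TGF-beta for 18 h at 37 degrees C; unstimulated wells defined full inhibition.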
Nrf2 ARE act: activators of Nrf2 (ARE) signaling | AID 624171 | 410,000 tested, 0.31% active | AREc32 ARE-luciferase reporter (MCF7-derived line), luminescence, 24 h | Potency, µM (series often up to 46.1 µM), for inactives: at the top dose activation, hits mostly activators; also: potency is read from the fitted curve at half-maximal effect; % of control where 0% means no effect; nearly all actives have a fitted effect of over 65% in size
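AREc32_Fluc, 1000 cells/well, OPTI-MEM + 5% FBS, o/n 37 deg C 5% CO2; 23 nL cpd by pin tool, 24 hr; Steady-Glo 30 min RT, luminescence.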
ATXN2 expr inh: inhibitors of ATXN2 expression. HEK-293 ATXN2-luciferase reporter, luminescence, 24 h. Potency, µM (top dose mostly 57 µM), inactives show top-dose activity change, negative = inhibition, actives largely listed as inhibitors. 360,000 tested, 0.72% active. AID 1745845; also: potency is read from the fitted curve at half-maximal effect; % is scaled to controls: 0 for no effect and ±100 for the full control effect; nearly all actives have a fitted effect of over 55% in size
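ATXN2-luciferase reporter cells (luciferase flanked by upstream and downstream ATXN2 gene portions) were treated 24 h at 37 °C with compounds at up to 57 uM. SteadyGlo luminescence gave expression; GF-AFC fluorescence gave viability.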
S2 tox: cell viability loss in ATXN counter-screen | S2 cells (HEK-293 line with an ATXN2-luciferase reporter) viability, CellTiter-Fluor protease fluorescence, 24 h | Potency, µM (series often up to 56.7 µM), hits mostly cytotoxic | 400,000 tested, 0.49% active | AID 651635; also: potency is read from the fitted curve at half-maximal effect; nearly all actives have a fitted effect of over 40% in size
HepG2 viability: kills HepG2 cells in TGF-b inhibitor counter-screen; HepG2 CAGA-GFP viability, ATP luminescence, 18 h; Potency, µM (titrated, usually from 46.1 µM), for the others: at the top dose activity change, negative = cytotoxicity, usual class: cytotoxic; 410,000 tested, 0.76% active; AID 588856; also: potency is read from the fitted curve at half-maximal effect; some results filed as inactive show a strong effect at the top dose
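HepG2 CAGA-GFP cells (1000/well, DMEM with 1% FBS) received compound, then TGF-beta at 500 pg/mL final, and were incubated 18 hours at 37 degrees C. Viability was read by CellTiter-Glo luminescence. Media-only wells were set as complete cell-killing and DMSO as no toxicity.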
Active calls of the source: *; i = inactive; ? = inconclusive; · = not tested or not shown; [ ] = another dose, or the depositor's remark. Unless noted, calls follow the shape of the dose curve; as a rule, active = well fitted curve in the direction sought with a large enough effect; inconclusive = small, poorly fitted or top-dose-only effect, or another doubt; inactive = no such curve, though single readings can be large; an effect the other way counts as inactive or inconclusive.

Compound,A549 viability,MCF10A rerep,IL-1B inflam inh,Nrf2 inh,TGFb inhibitor,Nrf2 ARE act,ATXN2 expr inh,S2 tox,HepG2 viability
Cn1c(N)c(N=O)c(=O)n(C)c1=O,0%,-4%,3,-7%,17%,0.3%,-13%,i,12%
CCc1ccc(NC(=O)COn2nnc3ccc(S(=O)(=O)N(C)C)cc32)cc1,?,22%,-6,?,-7%,3.2%,-10%,i,-10%
COc1cc(NC(=O)C2CCN(c3nnc(C)c4c(C)n(-c5ccccc5)nc34)CC2)cc(OC)c1,-10%,·,·,1%,?,10%,·,·,-27%
CCC(=O)Nc1cccc(-c2cn3cccc(C)c3n2)c1,15%,-3%,21,?,-19%,8.0%,·,i,-20%
CCOC(=O)c1cnc2ccc(OC)cc2c1Nc1ccc(OCc2ccccc2Cl)cc1,-14%,·,·,?,?,0.1%,-31%,?,-17%
CC1CCCN(S(=O)(=O)c2ccc(S(=O)(=O)N3CCCC3)cc2)C1 (stereo unspecified),0%,29%,7,-7%,14%,2.7%,3%,i,6%
CCCNC(=O)C1(C)CCCN(C(=O)c2cccnc2Oc2ccccc2)C1 (stereo unspecified),·,·,24,·,0%,-1.6%,15%,i,0%
CCOc1ccccc1Oc1cn[nH]c1-c1ccc(OC)cc1O,-14%,-8%,19,4%,?,4.8%,?,?,-55%
O=C(OCc1ccc([N+](=O)[O-])cc1)c1cc2ccccc2oc1=O,0%,-4%,52,6%,43%[activator],7.4%,·,i,45%
COC(=O)c1ccc(CNC(=O)Cn2nnnc2CN(C)C(C)C)cc1,10%,-12%,-1,-4%,2%,-0.4%[9.22 µM],3%,i,-5%
CCCCn1nc(C(=O)NCc2ccccc2CN2CCCC2)c2ccccc2c1=O,-15%,1%,8,-11%,-18%,0.4%,·,?,-27%
Cc1cccc(NC(=O)c2ccc(NS(=O)(=O)c3cccc4cccnc34)cc2)c1,-5%,-21%,-2,?,-4%,-0.5%,-14%[11.3 µM],i,-19%

Record cards (already shown):
Record of CCCCn1nc(C(=O)NCc2ccccc2CN2CCCC2)c2ccccc2c1=O → A549 viability = -15%; MCF10A rerep = 1%; IL-1B inflam inh = 8; Nrf2 inh = -11%; TGFb inhibitor = -18%; Nrf2 ARE act = 0.4%; ATXN2 expr inh = ·; S2 tox = ?; HepG2 viability = -27%
Record of CCOc1ccccc1Oc1cn[nH]c1-c1ccc(OC)cc1O → A549 viability = -14%; MCF10A rerep = -8%; IL-1B inflam inh = 19; Nrf2 inh = 4%; TGFb inhibitor = ?; Nrf2 ARE act = 4.8%; ATXN2 expr inh = ?; S2 tox = ?; HepG2 viability = -55%

(next part)
Compound,A549 viability,MCF10A rerep,IL-1B inflam inh,Nrf2 inh,TGFb inhibitor,Nrf2 ARE act,ATXN2 expr inh,S2 tox,HepG2 viability
Cc1nn(CCN)c(C)c1Cl,4%,1%,-13,1%,0%,2.5%,·,·,5%
CCOc1ccc(S(=O)(=O)N2CCN(S(=O)(=O)c3ccc(OCC)cc3)C(C)C2)cc1 (stereo unspecified),-12%,13%,-4,-18%,-1%,-0.9%,-26%,i,1%
N#Cc1cnn(-c2ccc(F)cc2)c1N,-12%,-10%,8,-19%,-2%,0.2%,2%,i,23%
OCCC1CN(Cc2ccc3c(c2)CCO3)CCN1Cc1ccc(F)cc1 (stereo unspecified),4%,4%,-13,2%,0%,1.2%,-5%,i,3%
O=C(NCCCN1CCCCCC1)c1ccc(CS(=O)(=O)Cc2ccccc2F)o1,0%,5%,7,12%,11%,-1.1%,-6%,i,-19%
O=C(NCC1CC1)c1ccc(Oc2cc(Cl)cc(Cl)c2)o1,4%,?,-1,-25%,-16%,-0.1%,·,i,3%
Cc1cccc(N(C(=O)c2csnn2)C(C(=O)NC2CCCCC2)c2ccccn2)c1C (stereo unspecified),0%,9%,-18,-16%,6%,0.6%,0%,i,-18%
CCCCc1c(C)nc2ccc(OC)cc2c1SCCC(=O)O,1%,-4%,51,-2%,-12%,0.7%,3%,i,0%
CCOc1ccc(Br)cc1C(=O)N/N=C/c1ccc([N+](=O)[O-])cc1,-4%,17%,-3,-12%,9%,3.7%,-7%,i,-1%
CCC(=O)Nc1ccc(S(=O)(=O)NCc2ccco2)cc1,-10%,4%,-18,?,-2%,-0.3%,0%,?,2%
CC(=O)N1CCN(C(=O)c2cc(S(=O)(=O)N(C)Cc3ccccc3)ccc2Cl)CC1,-6%,2%,20,-16%,-5%,0.0%,-10%,i,-2%
Cc1ccc(S(=O)(=O)N2CCCC2CNC(=O)C(=O)NCc2ccccn2)cc1 (stereo unspecified),-2%,-21%,10,-12%,10%,-0.4%,15%,i,4%

The results go on.
Compound,A549 viability,MCF10A rerep,IL-1B inflam inh,Nrf2 inh,TGFb inhibitor,Nrf2 ARE act,ATXN2 expr inh,S2 tox,HepG2 viability
CCOC(=O)N1CCN(c2c(NCc3ccc(Cl)cc3)c(=O)c2=O)CC1,0%,10µM*,0,22%,?,-2.5%,-11%,i,0%
Clc1ccc(-c2nc3ccc(Cl)cn3c2Cc2ccccc2)cc1,·,·,24,·,-16%,12%,3%,?,-17%
Cc1ccccc1Cn1ccc(NC(=O)c2nc3ncccn3n2)n1,-3%,10%,18,·,?,0.6%,18%,i,0%
CS(=O)(=O)N1CCC(C(=O)NCCc2ccccc2)CC1,-2%,-4%,23,2%,5%,0.1%,0%,i,7%
COc1ccc(C(Cl)=C(c2ccc(OC)cc2)c2ccc(OC)cc2)cc1,?,?,-8,-18%,18%,0.6%,?,i,-42%
Cc1ccc(S(=O)(=O)N2CCCCC2)cc1NC(=O)CNc1ccc(C(F)(F)F)cc1,-7%,4%,?,?,?,0.3%,-28%,i,-18%
O=C(CCc1ccc(S(=O)(=O)N2CCOCC2)cc1)N/N=C/c1cccc(O)c1,-2%,-4%,0,8%,1%,0.3%,-2%,i,-4%
CCn1c(C)nnc1SCC(=O)Nc1ccc(C(C)=O)cc1,0%,1%,-5,0%,3%,-0.5%,·,?,12%
C=CCn1cc(/C=N\NC(=O)c2cc3c(ccc4ccccc43)o2)c2ccccc21,-8%,23%,-23,?,0%,-0.6%,-7%,i,0%
O=c1c2ccccc2ncn1-c1ccccc1[N+](=O)[O-],-4%,12%,1,6%,1%,-0.1%,-35%,i,43%
CCOc1ccc2nc(SCC(=O)Nc3nonc3C)[nH]c2c1,-1%,-1%,-20,-9%,6%,0.1%,-2%,i,-36%
Cn1c(CNC(=O)c2ccc(Cl)cc2)nnc1SCC(=O)NC1CCCC1,-11%,0%,0,2%,-1%,-0.3%,6%,i,-44%

Next structures
Compound,A549 viability,MCF10A rerep,IL-1B inflam inh,Nrf2 inh,TGFb inhibitor,Nrf2 ARE act,ATXN2 expr inh,S2 tox,HepG2 viability
O=C(Oc1ccc2c(c1)O/C(=C\c1ccncc1)C2=O)c1ccccc1,12%,6%,0,-5%,-18%,9.6%[9.22 µM],-4%,i,-28%
CCOC(=O)/C(C#N)=C/c1cc2ccccc2nc1N1CCOCC1,-8%,23%,25,3%,18%,0.0%,-11%,i,9%
Cc1cccc2nc(-c3ccccc3)nc(N3CCC(O)(c4ccc(Cl)cc4)CC3)c12,3%,?,-26,-19%,?,3.6%,-10%,i,-9%
CC(C)(C)C(CO)NC(=O)c1ccc[nH]1 (stereo unspecified),-4%,7%,8,-4%,-21%,0.3%,7%,i,15%
Cc1cccc(C)c1NC(=O)C1CCCN1S(=O)(=O)c1cccc2nsnc12 (stereo unspecified),-6%,·,·,4%,-51%,-0.4%,1%,i,1%
Cc1c(Cl)cccc1NC(=O)CN1CCN(CCO)CC1,5%,-21%,-5,·,-7%,-0.2%,-16%,i,-19%
CCSc1nnc(N)s1,-21%,0%,-1,-24%,2%,0.8%,-2%,i,12%
O=C(Cn1c(=O)n(CCC(=O)N2CCCCC2)c(=O)c2sccc21)NCc1ccccc1,0%,-2%,-11,12%,5%,-0.7%,10%,i,2%
Cc1ccc(C)c(OCC(=O)N/N=C/c2c(C)nn(-c3ccccc3)c2Cl)c1C,2%,?,61,-20%,-46%,-0.1%,?,?,4%
O=C(NCC(Cl)c1ccc2ccccc2c1)c1c(F)cccc1F (stereo unspecified),0%,-2%,-5,-8%,-14%,0.9%,6%,i,-3%
CCOC(=O)CN1CC23C=CC(O2)C(C(=O)NCCc2ccccc2)C3C1=O (stereo unspecified),-2%,14%,1,12%,-1%,-0.8%,-1%,i,-1%
c1ccc2c(c1)nc(Nc1ccc3c(c1)OCO3)c1nnnn12,4%,?,-12,·,-2%,16%,3%,?,-17%

(listing goes on)
Compound,A549 viability,MCF10A rerep,IL-1B inflam inh,Nrf2 inh,TGFb inhibitor,Nrf2 ARE act,ATXN2 expr inh,S2 tox,HepG2 viability
Cc1ccc(NC(=O)CSc2nc3n[nH]c(C)c3c(=N)n2-c2cccc(C)c2)cc1,-1%,·,·,·,0%,10.0%,·,·,-13%
O=C(N/C(=C/c1cccnc1)C(=O)N1CCOCC1)c1ccccc1Br,3%,2%,6,-6%,0%,-0.9%,-5%,i,8%
Cc1ccc(Nc2cc(C)nc(NCc3ccccc3)n2)cc1,3%,18µM*,-229*,4%,?,-2.5%,·,i,-111%
COc1cc(C(=O)NNC(=O)COc2ccc(Cl)cc2)ccc1OCC(=O)N1CCOCC1,4%,4%,11,2%,-25%,0.4%,2%,i,-4%
O=C(c1ccco1)N1CCN(C(=O)C2CCN(S(=O)(=O)Cc3ccccc3)CC2)CC1,12%,-1%,3,13%,-15%,-0.8%,-31%,i,0%
CC(=O)Nc1cccc(-c2ccnc3c2CC(C)(C(=O)Nc2ccc(F)c(Cl)c2)O3)c1 (stereo unspecified),·,·,0,·,?,0.1%,?,i,-13%

Screens deposited in PubChem BioAssay by National Center for Advancing Translational Sciences (NCATS).
